ERb SRC1 inh = ER-beta (human) coactivator binding inhibition. Q92731. TR-FRET ER-beta LBD / SRC1-Cy5 peptide binding; receptor agonist-loaded with 1 µM estradiol. inhibition, % at 25.6 µM. 86,000 tested, 1.3% active;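 active = compounds whose percent inhibition of the receptor-coactivator binding signal exceeds about 50% in the single-dose screen, limit read from the data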;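 note: 0% = receptor plus peptide wells without compound and 100% = peptide-only wells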
ERa coact pot = enhances coactivator binding to human estrogen receptor alpha | TR-FRET ERalpha-LBD/SRC-Cy5 coactivator binding, 2 h; 100 = basal binding, no effect | coactivator binding (% of control), % at 25.6 µM | 86,000 tested, 1.3% active | AID 639; in the data active = activity above about 200%;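 note: binding measured in presence of low estradiol as agonist stimulus; 0% = peptide alone without receptor and 100% = receptor with peptide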
Target sequence (P03372 whole entry, looked up, the tested form may be a part): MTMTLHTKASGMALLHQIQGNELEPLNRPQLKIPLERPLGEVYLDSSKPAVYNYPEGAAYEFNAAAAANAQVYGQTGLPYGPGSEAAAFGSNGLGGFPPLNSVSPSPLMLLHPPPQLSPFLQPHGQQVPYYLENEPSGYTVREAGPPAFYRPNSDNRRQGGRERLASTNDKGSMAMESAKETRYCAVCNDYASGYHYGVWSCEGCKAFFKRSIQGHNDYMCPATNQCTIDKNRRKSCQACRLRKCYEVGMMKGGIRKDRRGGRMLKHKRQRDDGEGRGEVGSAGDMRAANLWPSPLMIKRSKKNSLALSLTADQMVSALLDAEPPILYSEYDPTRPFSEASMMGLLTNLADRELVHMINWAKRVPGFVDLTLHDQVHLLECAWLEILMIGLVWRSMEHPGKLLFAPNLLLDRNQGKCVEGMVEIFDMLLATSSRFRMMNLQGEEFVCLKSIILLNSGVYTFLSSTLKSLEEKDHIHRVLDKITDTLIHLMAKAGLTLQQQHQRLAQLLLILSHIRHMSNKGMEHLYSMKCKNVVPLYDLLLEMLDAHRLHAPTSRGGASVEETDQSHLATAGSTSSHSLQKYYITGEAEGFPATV
sEH inh = inhibitors of human soluble epoxide hydrolase. recombinant human sEH enzymatic activity assay. inhibition, % at 2 µM. 91,000 tested, 0.34% active. AID 707; in the data active = inhibition above about 80%; note: values of inactives mirror those of a sister screen read the other way; many of its hits are not listed in these tables
MT1-MMP txn act = activates MT1-MMP transcription; activation factor at 10 µM; 86,000 tested, 0.16% active; HT1080 MT1-MMP promoter luciferase reporter, luminescence, overnight; active compounds read high; AID 750;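 active = activation factor of at least 2 for MT1-MMP transcription at 10 µM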
Smad3 inh = inhibitors of human Smad3 transcription factor binding; P84022; TR-FRET Smad3/Dy647-FoxH1 peptide binding, europium anti-His; inhibition, % at 25 µM; 88,000 tested, 0.29% active; AID 630;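 active = compounds that reduce the energy-transfer binding signal between the protein and its labelled peptide by more than half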;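 note: 0% = Smad3 plus labelled peptide maximal FRET and 100% = peptide-only background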
Target sequence (P84022 whole entry, looked up): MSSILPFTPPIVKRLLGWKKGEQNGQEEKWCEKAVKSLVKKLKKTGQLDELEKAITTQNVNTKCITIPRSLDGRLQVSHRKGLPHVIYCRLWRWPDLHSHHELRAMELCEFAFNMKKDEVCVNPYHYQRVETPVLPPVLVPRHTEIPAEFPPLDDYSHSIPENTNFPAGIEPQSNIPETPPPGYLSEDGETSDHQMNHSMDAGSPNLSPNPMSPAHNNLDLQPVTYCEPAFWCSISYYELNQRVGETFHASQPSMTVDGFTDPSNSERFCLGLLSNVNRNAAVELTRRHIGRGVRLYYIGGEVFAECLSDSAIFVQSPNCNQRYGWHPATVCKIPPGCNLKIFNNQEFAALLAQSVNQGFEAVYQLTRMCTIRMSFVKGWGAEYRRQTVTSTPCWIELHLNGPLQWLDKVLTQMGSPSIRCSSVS
Candida biofilm = kills Candida albicans biofilms. AID 834. inhibition, % at 6 µM. C. albicans biofilm + clotrimazole, Alamar Blue. 85,000 tested, 0.14% active;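 active = inhibition above 20%; inactive = inhibition below 20%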;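 note: preformed 24 hr biofilms exposed to compound for 48 hr; 0% = biofilm without compound and 100% = blank killed by clotrimazole plus chlorhexidine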
sEH activator = increases human soluble epoxide hydrolase activity. P34913. purified human sEH enzymatic activity, activator screen. activation, % at 2 µM. 91,000 tested, 0.04% active. AID 717; in the data active = activation above about 37%; note: values of inactives mirror those of a sister screen read the other way
Mac1 fbg enh = increases human CD11b/CD18 adhesion to fibrinogen; P05107+P11215; K562 CD11b/CD18 adhesion to fibrinogen, ATPlite luminescence; activation, % at 10 µM; 93,000 tested, 0.07% active; AID 1499;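 active = 10 µM primary screen giving 50% or more activity, confirmed by 40% or more on retest at that dose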; note: strong numbers were not always called active; reference of the scale not given here
Mac1 fbg inh = CD11b/CD18-fibrinogen binding inhibition; AID 1497; inhibition, % at 10 µM; K562 CD11b/CD18 adhesion to fibrinogen, ATPlite luminescence; Mn2+ added to activate the integrin; 93,000 tested, 0.54% active;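 active = primary inhibition of 50% or more at 10 µM, then 40% or more on retest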; note: some results filed as inactive read as strong as hits
Active calls of the source: *; x = not tested or not shown; [ ] = remark or other dose. Only part of the results is shown; the hit share may differ from the screen's.

The first 14 compounds, to show the layout:
SMILES	ERb SRC1 inh	ERa coact pot	sEH inh	MT1-MMP txn act	Smad3 inh	Candida biofilm	sEH activator	Mac1 fbg enh	Mac1 fbg inh
Cc1ccc(-c2nnn(CC(=O)N(Cc3cccs3)C(C(=O)NC3CCCCC3)c3ccco3)n2)o1 (stereo unspecified)	-31	112	19	0.9	-2	2	-21	-1	1
O=C(NC1CCCCCC1)C1c2ccccc2C(=O)N1CCCN1CCOCC1 (stereo unspecified)	-2	131	8	0.9	0	5	-8	1	-2
O=C(c1ccc(S(=O)(=O)N2CCOCC2)cc1)N1CCCc2ccccc21	-8	117	10	1.2	-12	6	-10	2	-11
Cc1cc(/C=c2/sc3nc4ccccc4n3c2=O)c(C)n1-c1ccccn1	-6	128[fluorescence artefact?]	-14	0	5	6	12	-7	40
COc1cc(C=O)ccc1Oc1nnnn1-c1ccc(C(N)=O)cc1	-5	106[fluorescence artefact?]	3	1.2	2	5	-1	-1	-8
COc1ccc(S(=O)(=O)NC(CC(=O)NCc2ccc3c(c2)OCO3)c2ccco2)cc1 (stereo unspecified)	-5	88	x	1	0	2	x	-6	9
COc1ccc(N(CC(=O)Nc2ccc(C)c(C)c2)S(=O)(=O)c2c(C)n[nH]c2C)cc1	-1	96	x	1.1	10[fluorescence artefact?]	8	x	6	-8
FCCCOc1ccc(/C=N/OCc2c(Cl)cccc2Cl)cc1	x	x	-15	x	x	x	13	2	-11
Cc1c(NC(=O)CC2CC(C)OC2=O)c(=O)n(-c2ccccc2)n1C (stereo unspecified)	-6	118	-25	1.2	6	2	18	x	x
COc1cccc2sc(Nc3nnc(-c4ccc(F)cc4)o3)nc12	25	74	x	x	3	5	x	0	17
CS(=O)(=O)N(CCc1ccccc1)CC(=O)N1CCN(c2ccc(F)cc2)CC1	-8	93	20	1.2	11	2	-16	x	x
O=C(CN1C(=O)NC2(CCc3ccccc32)C1=O)Nc1ccc(N2CCOCC2)cc1 (stereo unspecified)	x	x	5	x	x	x	-6	1	-31
CC1(C(=O)CSc2n[nH]c(-c3ccccc3Cl)n2)CCC(=O)O1 (stereo unspecified)	x	x	-13	1.1	x	x	10	4	-12
COc1cc(NC(=O)c2cc(C(C)C)on2)c(OC)cc1Cl	-8	120	15	x	2	0	-17	-3	8

This part in full, previewed entries included:
SMILES	ERb SRC1 inh	ERa coact pot	sEH inh	MT1-MMP txn act	Smad3 inh	Candida biofilm	sEH activator	Mac1 fbg enh	Mac1 fbg inh
Cc1ccc(-c2nnn(CC(=O)N(Cc3cccs3)C(C(=O)NC3CCCCC3)c3ccco3)n2)o1 (stereo unspecified)	-31	112	19	0.9	-2	2	-21	-1	1
O=C(NC1CCCCCC1)C1c2ccccc2C(=O)N1CCCN1CCOCC1 (stereo unspecified)	-2	131	8	0.9	0	5	-8	1	-2
O=C(c1ccc(S(=O)(=O)N2CCOCC2)cc1)N1CCCc2ccccc21	-8	117	10	1.2	-12	6	-10	2	-11
Cc1cc(/C=c2/sc3nc4ccccc4n3c2=O)c(C)n1-c1ccccn1	-6	128[fluorescence artefact?]	-14	0	5	6	12	-7	40
COc1cc(C=O)ccc1Oc1nnnn1-c1ccc(C(N)=O)cc1	-5	106[fluorescence artefact?]	3	1.2	2	5	-1	-1	-8
COc1ccc(S(=O)(=O)NC(CC(=O)NCc2ccc3c(c2)OCO3)c2ccco2)cc1 (stereo unspecified)	-5	88	x	1	0	2	x	-6	9
COc1ccc(N(CC(=O)Nc2ccc(C)c(C)c2)S(=O)(=O)c2c(C)n[nH]c2C)cc1	-1	96	x	1.1	10[fluorescence artefact?]	8	x	6	-8
FCCCOc1ccc(/C=N/OCc2c(Cl)cccc2Cl)cc1	x	x	-15	x	x	x	13	2	-11
Cc1c(NC(=O)CC2CC(C)OC2=O)c(=O)n(-c2ccccc2)n1C (stereo unspecified)	-6	118	-25	1.2	6	2	18	x	x
COc1cccc2sc(Nc3nnc(-c4ccc(F)cc4)o3)nc12	25	74	x	x	3	5	x	0	17
CS(=O)(=O)N(CCc1ccccc1)CC(=O)N1CCN(c2ccc(F)cc2)CC1	-8	93	20	1.2	11	2	-16	x	x
O=C(CN1C(=O)NC2(CCc3ccccc32)C1=O)Nc1ccc(N2CCOCC2)cc1 (stereo unspecified)	x	x	5	x	x	x	-6	1	-31
CC1(C(=O)CSc2n[nH]c(-c3ccccc3Cl)n2)CCC(=O)O1 (stereo unspecified)	x	x	-13	1.1	x	x	10	4	-12
COc1cc(NC(=O)c2cc(C(C)C)on2)c(OC)cc1Cl	-8	120	15	x	2	0	-17	-3	8
O=S(=O)(c1cccc(-c2cn3cc(Cl)ccc3n2)c1)N1CCOCC1	1	113	x	1.1	-1	4	x	6	-29
CCOc1ccccc1Nc1ncnc2ccccc12	-2	100	-20	0.9	-4	9	17	4	-48
Cn1c(=O)c(=O)n(C)c2cc(S(=O)(=O)NCCc3ccccc3)ccc21	2	120	x	1.3	2	7	x	x	x
N=c1c2c(-c3ccccc3)c(-c3ccccc3)n(Cc3ccco3)c2ncn1CCN1CCOCC1	-5[fluorescence artefact?]	82	4	1.1	9	4	-4	0	-3
Cc1cc(NC(=O)CSc2nnc(-c3ccccc3)n2Cc2ccco2)no1	15	96	0	1.3	0	0	-1	x	x
Cc1ccc(S(=O)(=O)N/N=C2/CC(c3ccccc3)Oc3ccccc32)cc1 (stereo unspecified)	-10	106	1	1.2	-6	4	2	x	x
COc1cc(C(=O)NC2CCN(Cc3nnnn3Cc3cccs3)CC2)cc(OC)c1OC	-3	107	-6	1.1	-3	7	5	-4	-3
O=c1oc2ccccc2c(Nc2ccccc2)c1[N+](=O)[O-]	-4	114	6	1	2	9	-3	x	x
C/C=C/Cn1c(Br)nc2c1c(=O)[nH]c(=O)n2C	-12	106	11	1	-5	6	-11	3	-1
CN1c2ccsc2/C(=N/NC(=O)c2c(F)cccc2F)CS1(=O)=O	-4	109	11	1.3	-8	3	-12	3	3
C=CCSc1nnc(-c2nnc(SCC=C)n2CC)n1CC	-11	121[fluorescence artefact?]	6	1	12	5	-2	x	x
CC1(C)N=C(N)NC(Nc2ccc(Br)cc2)=N1	x	x	-12	x	x	x	10	-4	-12
c1ccc(-n2nnnc2NC2CCCCC2)cc1	x	x	4	x	x	x	-4	0	34
CCOC(=O)c1sc(C)c2c(=O)n(CCc3ccccc3)nnc12	x	x	-4	x	x	x	4	6	-2
O=C1CC(N2CCN(Cc3ccc4c(c3)OCO4)CC2)C(=O)N1Cc1ccc(N2CCCC2=O)cc1 (stereo unspecified)	7[fluorescence artefact?]	109	-12	1.1	-4	5	14	x	x
COc1cc2c(cc1NC(=O)c1cccc([N+](=O)[O-])c1)oc1ccccc12	x	x	4	x	x	x	-1	3	-14
O=C(OCC1CC(c2ccccc2)=NO1)c1ccc(Cl)cc1 (stereo unspecified)	x	x	3	x	x	x	-1	0	5
Cc1cc(C)c(S(=O)(=O)N2C=CC(C(F)(F)F)=NCC2)c(C)c1	-13	98	-4	1.3	-7	5	4	-2	3
O=S(=O)(c1ccc2c(c1)nc(COc1ccc(Cl)cc1)n2CC1CCCO1)N1CCOCC1 (stereo unspecified)	5	92[fluorescence artefact?]	-14	0.1	-7	3	15	3	-5
Nc1c(C(=O)N2CCOCC2)sc(=S)n1-c1ccccc1	-4	71	-6	1.1	14	5	3	x	x
CCNS(=O)(=O)c1cc(Br)ccc1OC	-1	126	5	1.1	6	10	-5	3	2
COc1ccc(C(=O)N2CCCC(c3nc(-c4cccs4)no3)C2)cc1OC (stereo unspecified)	-4	127	-17	1	-7	4	17	3	4
C/C(=N\NC(=O)c1nc(C)cc(C)n1)c1ccccc1	0	94	-14	x	-6	-4	12	-5	-14
O=C1c2ccccc2C(=O)N1CNc1ccccc1	6	104	-1	1.1	7	6	1	3	-6
C=CCn1cc(-c2cccc(Cl)c2)cc(C#N)c1=O	1[fluorescence artefact?]	97	-18	1.1	-4	-1	15	1	-8
c1cc(-c2nn[nH]n2)ccc1CN1CCCCC1	-4[fluorescence artefact?]	120	1	1	-2	8	0	-1	-19
CCS(=O)(=O)c1ccc2oc(SCC(=O)NC3CCCC(C)C3C)nc2c1 (stereo unspecified)	2	102	60	x	6	7	-59	-5	-1
c1ccc(Nc2nc3ccccc3o2)cc1	x	x	6	x	x	x	-5	-5	10
CCOC(=O)CN1C(=O)C(Sc2n[nH]c(-c3ccc(O)cc3)n2)CCc2ccccc21 (stereo unspecified)	x	x	4	x	x	x	-3	0	12
Cc1ccc(Cc2cnc(NC(=O)/C(C#N)=C/c3ccc(-c4ccccc4[N+](=O)[O-])o3)s2)cc1	x	x	-18	x	x	x	19	40	-11
COc1cccc(-c2nn(C)c3sc(C(=O)NCc4ccccn4)cc23)c1	0	98	x	1.3	-2	6	x	6	-11
O=C(NC1CCCC1)c1ccc(CS(=O)(=O)c2cccc(C(F)(F)F)c2)o1	-3	126	10	1	7	x	-8	0	-10
Cc1ccc(CNC(=O)c2ccccc2NC(=O)CSc2nnnn2C)cc1	x	x	4	1	x	x	-3	-2	1
CC(C)CC(=O)NC1(C(F)(F)F)C(=O)Nc2c1c(=O)n(C)c(=O)n2C (stereo unspecified)	-19	110	2	0.9	9	3	-2	1	-16
CC(C)[C@H](NC(=O)NCc1ccc(Cl)cc1)C(=O)O	13	93	1	1	-4	6	-1	-2	-1
COc1ccc(OCC(=O)Nc2ncc3c(n2)CC(C)(C)CC3=O)cc1	-10	126	8	1.1	8	5	-4	1	-5
Cn1c(SCc2ccccc2F)nc2cccnc21	-17	110	1	1.5	10	6	0	-2	-4
Cn1c(SCC#N)nnc1-c1ccc2c(c1)OCO2	-4	105[fluorescence artefact?]	9	1.2	3	4	-6	x	x
CC(=O)Nc1nnc(SCC(=O)NC(C)(C)C)s1	3	99	-2	1	-3	0	2	0	36
CCc1nnc(NC(=O)CSc2nnc(-c3ccoc3C)n2-c2ccccc2)s1	x	x	10	1.3	x	x	-8	1	-4
CC(=O)c1c(N2CCN(C(=O)C3CCCO3)CC2)nc(=S)n(-c2ccccc2)c1C (stereo unspecified)	-3	108	-8	1.1	-8	2	11	-3	-2
CCOC(=O)C(C(=O)Nc1cccc(C)n1)C1CCCCC1 (stereo unspecified)	30	109	x	1.1	-10	-1	x	-5	-18
C=CCn1c(=O)c2c(C)c(C)sc2n2c(Nc3ccccc3)nnc12	7	113	15	1	-5	6	-19	-3	-4
O=C(NCCCN1CCOCC1)c1ccccc1	-5[fluorescence artefact?]	115[fluorescence artefact?]	14	1.3	15	7	-18	-2	-9
CC(=O)c1cccc(NC(=O)N[C@@H](CC(C)C)C(=O)O)c1	-5	132	-9	1	-5[fluorescence artefact?]	4	6	0	-6
Cc1ccc(CNS(=O)(=O)N(C)C)cc1	-9	89[fluorescence artefact?]	-10	1	-2	-1	13	-4	4
Cc1c(NC(=O)Cn2[nH]c(=O)c3ccccc3c2=O)c(=O)n(-c2ccccc2)n1C	-4	103	-11	1.1	-5	6	11	0	-9
Cc1ccc(-n2ncc3c(=O)n(-c4ccc(C)c(C)c4)c(C)nc32)cc1	9[fluorescence artefact?]	118	x	1.2	-7	3	x	5	-19
